Assay outcomes: PubChem BioAssay, several laboratories
LMP1 NFkB inh: inhibitors of Epstein-Barr LMP1-induced NF-kappaB reporter; LMP1-induced NF-kappaB luciferase reporter cells, luminescence; inhibition, % at 12.5 µM; hit rate 0.69% among 350,000; in the data active = inhibition above about 41%;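 also: 0% = neutral control wells and 100% = reference inhibitor control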
hiPSC survival: hiPSC single-cell survival enhancement; ATPlite luminescence; 100% = ROCK inhibitor wells, 0% = DMSO; survival enhancement, % at 20 µM; hit rate 0.044% among 360,000; in the data active = survival enhancement above about 18%;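 also: cells exposed to compounds for 16 hours before the ATP read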
Shn3 inh set2: inhibitors of Schnurri-3 3'UTR reporter in osteoblasts; AID 588674; hit rate 0.52% among 360,000; Clone20 osteoblast Shn3 3'UTR firefly luciferase, 24 h; inhibition, % at 12.5 µM;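 active = mean inhibition of at least 75% with every replicate also reaching 75%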;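 also: 0% = median of neutral control wells and 100% = pilot-screen positive control compound; some compounds past the cut are filed as inactive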
HIF-2a block: inhibitors of HIF-2a | 786-0 RCC cells HIF-2a reporter, luciferase luminescence, overnight | inhibition, % at 18.8 µM | hit rate 0.72% among 360,000;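 active = inhibition of the luminescence signal of 40% or more relative to plate controls, in a single-dose primary screen at 18.75 µM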
Peg3 promoter: reduces Peg3 promoter-driven luciferase expression in HeLa; AID 588405; HeLa PEG-Prom luciferase reporter, luminescence, overnight; hit rate 1.7% among 360,000; inhibition, % at 20 µM;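 active = inhibition of at least 50% at 20 µM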
C8 TRAIL sens: caspase-8 TRAIL sensitization | inhibition (viability loss, TRAIL sensitization), % at 10 µM | hit rate 1% among 360,000 | AID 624354 | NB7+C8 cells + TRAIL, ATPlite viability luminescence;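 active = compounds causing at least 50% loss of cell viability in the single-dose screen, relative to plate controls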
NR2E3 ag-1: human photoreceptor-specific nuclear receptor agonism | inhibition of corepressor binding, % at 3.98 µM | Q9Y5X4 | hit rate 0.35% among 360,000 | AID 602229 | CHO-S Gal4-NCOR/VP16-NR2E3 two-hybrid, luciferase;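 active = inhibition above the mean of all tested compounds plus 3 SD, cut at about 70% in these data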;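 also: 0% = DMSO with NR2E3 transfected cells and 100% = cells lacking NR2E3 construct; higher means lower luciferase signal from less NR2E3 corepressor binding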
Target sequence (Q9Y5X4 whole entry, looked up, the tested form may be a part): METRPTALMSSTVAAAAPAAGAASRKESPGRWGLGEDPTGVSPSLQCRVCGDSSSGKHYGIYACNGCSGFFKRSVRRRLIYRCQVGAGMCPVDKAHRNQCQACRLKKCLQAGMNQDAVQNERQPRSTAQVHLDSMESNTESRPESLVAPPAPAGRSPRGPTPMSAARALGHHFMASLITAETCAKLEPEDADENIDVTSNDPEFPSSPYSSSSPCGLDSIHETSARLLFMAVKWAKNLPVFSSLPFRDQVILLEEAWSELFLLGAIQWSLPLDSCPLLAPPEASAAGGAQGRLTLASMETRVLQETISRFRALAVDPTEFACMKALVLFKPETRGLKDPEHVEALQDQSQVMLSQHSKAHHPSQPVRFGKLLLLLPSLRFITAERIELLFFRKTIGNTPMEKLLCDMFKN
NR2E3 ag-2: NR2E3 (human) agonism; Q9Y5X4; GST-NR2E3/biotin-RetCOR TR-FRET, 1536-well; inhibition of corepressor binding, % at 4.78 µM; hit rate 0.12% among 320,000; AID 2300;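 active = percent inhibition above the cutoff of mean plus 3 SD of all tested compounds, set per screening campaign, cut at about 20% in these data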;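 also: 0% = DMSO wells and 100% = biotin wells as full block of FRET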
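System: GST-tagged NR2E3 plus biotinylated RetCOR corepressor; Buffer or medium: pH 7.5 Tris-based buffer; Probe or stimulus: RetCOR corepressor, biotinylated, 7 nM; Doses: compound at 4.8 µM, single dose; Schedule: 5 h incubation at 4 °C; Technique: time-resolved FRET; Evaluation: percent inhibition of TR-FRET ratio; Replication: one well per compound, singlicate testing.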
TRPM1 prom inh: reduces MITF-dependent TRPM1 promoter luciferase signal; SK-MEL-5 TRPM1 promoter luciferase, 24 h; inhibition, % at 12.5 µM; hit rate 0.83% among 330,000;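 active = mean inhibition across replicates of 60% or more, whatever share of single replicates reaches that level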; also: values of inactives mirror those of a sister screen read the other way
KKLEB cytotox: counter-screen for CF NF-kB inhibitors: cytotoxicity. KKLEB CF airway cells viability, ATPlite luminescence, overnight; hits give low values; cells stimulated with P. aeruginosa culture filtrate. activity change (cytotoxicity), % at 5 µM. hit rate 0.36% among 360,000. AID 602141;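 active = corrected activity change at or below -50% at 5 µM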
CF NFkB inh: cystic fibrosis NF-kB activation inhibition | AID 588850 | hit rate 0.86% among 360,000 | inhibition, % at 5 µM | KKLEB NF-kB-GFP reporter, PAF-induced, GFP fluorescence overnight;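 active = at least 50% inhibition at 5 µM, scaled per plate between neutral and stimulator controls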;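 also: PAF is a Pseudomonas aeruginosa culture filtrate used as stimulus; plate controls were PAF-stimulated DMSO wells for no effect and unstimulated DMSO wells for full effect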
Numbers without * were called inactive; x = not tested or not shown. Only part of the results is shown. The share of hits here may be higher or lower than overall.

SMILES	LMP1 NFkB inh	hiPSC survival	Shn3 inh set2	HIF-2a block	Peg3 promoter	C8 TRAIL sens	NR2E3 ag-1	NR2E3 ag-2	TRPM1 prom inh	KKLEB cytotox	CF NFkB inh
COc1ccc(S(=O)(=O)N2CCC(C(=O)N3CCC(C(N)=O)CC3)CC2)cc1Cl	-8	0.5	-8	14	5	0	-1	-3	11	10	-14
CN1CCN(c2nc3c(c(=O)[nH]c(=O)n3C)n2Cc2cccc3ccccc23)CC1	-6	-0.4	-9	1	-4	-4	-16	0	-9	-6	-6
CC(=O)Nc1ccc(N2Cc3ccccc3C2)cc1	4	-0.1	-4	31	-5	4	8	0	17	-32	10
COc1ccc(CC(=O)OCC(=O)Nc2cccc(C(C)=O)c2)cc1OC	0	0.4	-6	9	-5	15	4	x	2	10	3
COc1ccc(C(c2c(C)n(C)n(-c3ccccc3)c2=O)c2c(C)n(C)n(-c3ccccc3)c2=O)c(OC)c1OC	80*	0.1	-10	14	8	-16	-14	0	24	-6	6
O=C(CCn1c(=S)[nH]c2ccccc2c1=O)NCCCN1CCCC1=O	-1	-1.2	-6	6	7	4	16	0	-1	11	-15
CCC1(CC)NC(=O)N(CC(=O)Nc2ccc(-n3cnnn3)cc2)C1=O	-1	-1.9	-12	9	3	-5	20	x	-6	2	-41
CC(=O)c1ccc(NC2OC(CO)C(O)C(O)C2O)cc1 (stereo unspecified)	5	-1.6	-2	-7	-23	-3	-5	1	0	-17	13
COc1cccc(CNc2nn[nH]n2)c1OC	-15	-0.8	-9	13	11	-11	-24	0	-8	4	-8
CCCCNC(=O)CCCCCNS(=O)(=O)c1ccc(OC)cc1	-2	0.2	16	-4	-30	2	17	3	-5	4	2
O=C(c1ccccc1O)N1N=C(C(F)(F)F)CC1(O)c1ccc([N+](=O)[O-])cc1 (stereo unspecified)	-9	-0.5	-13	-2	14	-1	-27	1	17	6	3
CCCc1nnc(NC(=O)CCC(=O)NCc2ccc(Cl)cc2Cl)s1	-12	-0.4	-9	8	23	-13	-20	2	3	14	-15
Cc1cc(C)c(OCCOCCN(C)C)c(Br)c1	-1	-0.5	-1	2	0	5	-4	-3	4	-1	1
COc1cc(NC(=O)CCc2ccccc2)nc(OC)n1	-11	0.4	-20	-137	-97	-4	-23	-2	-49	12	-18
C/C(=C\c1ccc2c(c1)OCO2)C(=O)c1c(C)cc(C)[nH]c1=O	17	-1.9	-12	7	16	-4	2	8	0	2	16
CC(=O)OCC1OC(OC(C)=O)C(NC(=O)c2cccnc2)C(OC(C)=O)C1OC(C)=O (stereo unspecified)	7	-0.3	1	16	0	-3	-5	4	-10	8	12
O=C1OC(c2ccc(Br)cc2)=N/C1=C\N1CCCCC1	-34	2.2	-93	-293	-309	-5	-64	4	-120	9	-20
COC(=O)C1=C(CSc2nc3ccccc3o2)NC(=O)NC1c1cc(C)ccc1C (stereo unspecified)	-6	-1.1	-6	32	37	-3	-19	-2	3	16	0
O=C(N[C@@H](CCC/[N+]([O-])=C/c1ccccc1)C(=O)O)OCc1ccccc1	2	0.5	-11	3	12	-4	-37	x	1	3	-5
COc1cc(C(O)c2nc3ccccc3n2C(C)C)cc(OC)c1OC (stereo unspecified)	7	-0.6	15	26	17	-1	-106	2	-12	4	-37
COc1ccccc1C(=O)NNC1=C(C(=O)C(F)(F)F)CCC1	13	-1.6	42	-1	30	6	-46	-2	0	6	-3
CN(C)CCCN1C(=O)CSC1c1ccc([N+](=O)[O-])cc1 (stereo unspecified)	8	-0.5	11	18	1	0	10	0	1	-8	21
Cc1cccnc1NCc1ccc(O)c2ncccc12	-46	-2.3	5	5	9	-5	-26	2	13	21	-8
Cc1nc2nc(SCC(=O)NCCCN3CCCCC3)nn2c(C)c1Cc1ccccc1	11	-0.2	10	12	5	-10	4	0	-4	-4	1
Oc1c(C(Nc2cccc(C(F)(F)F)c2)c2ccncc2)ccc2cccnc12 (stereo unspecified)	53*	-1.1	97*	13	18	6	-24	1	65*	-11	-25

Three structures already listed, ordered by count of non-hydrogen atoms, highest first:
SMILES	LMP1 NFkB inh	hiPSC survival	Shn3 inh set2	HIF-2a block	Peg3 promoter	C8 TRAIL sens	NR2E3 ag-1	NR2E3 ag-2	TRPM1 prom inh	KKLEB cytotox	CF NFkB inh
COC(=O)C1=C(CSc2nc3ccccc3o2)NC(=O)NC1c1cc(C)ccc1C (stereo unspecified)	-6	-1.1	-6	32	37	-3	-19	-2	3	16	0
COc1ccc(CC(=O)OCC(=O)Nc2cccc(C(C)=O)c2)cc1OC	0	0.4	-6	9	-5	15	4	x	2	10	3
Cc1cc(C)c(OCCOCCN(C)C)c(Br)c1	-1	-0.5	-1	2	0	5	-4	-3	4	-1	1

Additional results follow:
SMILES	LMP1 NFkB inh	hiPSC survival	Shn3 inh set2	HIF-2a block	Peg3 promoter	C8 TRAIL sens	NR2E3 ag-1	NR2E3 ag-2	TRPM1 prom inh	KKLEB cytotox	CF NFkB inh
N#Cc1nc(-c2ccccc2F)oc1NC1CCCCC1	5	-3.9	9	-146	-47	-6	-63	0	-36	-10	27
CCOc1ccccc1NC(=O)NNS(=O)(=O)c1cc(OC)ccc1OC	-3	0.4	7	12	7	-4	-10	0	15	9	-23
CN(CC(=O)Nc1ccccc1C(F)(F)F)C(=O)C1CCN(C(=O)c2ccc(Cl)cc2)CC1	-2	-0.5	-18	11	-8	-9	6	3	15	-10	-4
Cc1cccc(C(=O)NCc2nnc(SCC(=O)N3CCN(c4ccccc4)CC3)n2C)c1	-7	0.0	-36	-7	-1	-8	-6	6	5	19	-6
O=C(NNC(=O)c1ccccc1[N+](=O)[O-])c1ccccn1	1	-0.6	-14	4	7	4	-8	5	1	3	-8
O=C(O)Cc1ccc(NC(=O)c2ccc(NC(=O)c3ccco3)cc2)cc1	5	-1.3	0	26	10	4	-12	1	-5	4	10
Nc1c(C(=O)CSc2n[nH]c(-c3ccccc3)n2)c(=O)[nH]c(=O)n1C1CC1	-4	-0.1	-56	9	9	4	12	x	3	-5	-26
CCOC(=O)CSc1nnc2n1C(C)(C)Cc1ccccc1-2	8	2.1	0	13	8	8	-11	0	2	10	0
CCCCN1C(=O)c2ccccc2C1C(=O)NC1CCCC1 (stereo unspecified)	-12	-1.9	-1	5	13	-11	16	1	1	2	-7
O=C(Nc1nnc(C2CC2)s1)C1COc2ccccc2O1 (stereo unspecified)	2	0.6	-84	-103	-101	1	-144	-1	-31	7	2
Cc1ccc(C)c(NC(=O)CSc2nc3c(c(=O)n2C)SC(C)C3)c1 (stereo unspecified)	-18	-0.1	-9	16	-1	3	-12	2	2	0	10
Cn1cc([N+](=O)[O-])c(C(=O)NC2CCCCCCC2)n1	9	-0.5	-11	-2	2	-1	14	3	4	-10	19
CC(=O)Nc1cccc(NC(=O)CS(=O)(=O)c2cn(CC(=O)N3CCOCC3)c3ccccc23)c1	6	-0.5	-27	7	9	-9	-10	2	3	20	-19
COC(=O)c1cccc(NC(=O)Cc2ccc(OC)cc2)c1C	1	1.8	6	2	7	0	-9	-1	-3	1	-6
COCCc1ccc(OC2(C)CCN(Cc3cccn3-c3nccs3)C2)cc1 (stereo unspecified)	x	-1.4	7	2	-7	7	-26	x	x	-10	22
CCCCc1c(O)nc(SCC(=O)N2CCCCC2)n(-c2ccccc2C)c1=O	6	2.0	-20	-35	-50	-13	-26	5	10	4	-8
COc1ccccc1-c1cnc(C(O)c2ccc(C)cc2C)[nH]1 (stereo unspecified)	x	2.0	4	-18	-9	-10	-11	x	x	-11	5
CCn1ncc(S(=O)(=O)Nc2cccnc2)c1C	1	0.7	-6	5	1	-3	-10	-1	-1	22	-40
O=C(CCl)Nc1cccc(S(=O)(=O)NC2=NCCC2)c1	-75	0.4	-15	15	29	21	1	1	26	13	10
CC1CN(C(=O)c2ccccc2Sc2ccccc2C#N)CC(C)O1 (stereo unspecified)	6	-0.7	7	9	10	-5	-1	-1	10	9	-11
CNC(=O)N(O)C1N(/N=C/c2ccc(N(C)C)cc2)C(=S)SC1(C)C (stereo unspecified)	-1	0.6	-11	8	-1	5	-15	-1	4	0	-14
Cc1ccc(C(C)NC(=O)c2cc3cc(Br)ccc3oc2=N)cc1 (stereo unspecified)	-9	-0.2	-13	-16	33	15	-24	-2	3	-7	28
COc1ccc(CCNc2nc3c(c(=O)n(C)c(=O)n3C)n2C)cc1OC	0	-1.7	11	5	12	2	-10	3	-7	0	-3
O=C(CSc1ccc(Cl)cc1)Nc1ccc(N2CCN(c3ccccc3)CC2)c(F)c1	-13	-0.5	-8	21	3	-20	-11	4	-8	3	4
COc1cccc(C(=O)Nc2cccc(NC(=O)c3cccs3)c2)c1	5	1.4	-14	-39	-34	-1	-17	0	4	-6	7
COC(=O)C(Cc1ccc(O)cc1)NC(=O)CCc1nc2ccccc2s1 (stereo unspecified)	-1	-0.5	-8	8	17	-2	-12	0	-1	-2	3

Part of the list above, limited to hiPSC survival.
SMILES	hiPSC survival
CCn1ncc(S(=O)(=O)Nc2cccnc2)c1C	0.7
O=C(CCl)Nc1cccc(S(=O)(=O)NC2=NCCC2)c1	0.4
CC1CN(C(=O)c2ccccc2Sc2ccccc2C#N)CC(C)O1 (stereo unspecified)	-0.7
CNC(=O)N(O)C1N(/N=C/c2ccc(N(C)C)cc2)C(=S)SC1(C)C (stereo unspecified)	0.6

Structural class, those above with a COOH group.
SMILES	LMP1 NFkB inh	hiPSC survival	Shn3 inh set2	HIF-2a block	Peg3 promoter	C8 TRAIL sens	NR2E3 ag-1	NR2E3 ag-2	TRPM1 prom inh	KKLEB cytotox	CF NFkB inh
O=C(N[C@@H](CCC/[N+]([O-])=C/c1ccccc1)C(=O)O)OCc1ccccc1	2	0.5	-11	3	12	-4	-37	x	1	3	-5
O=C(O)Cc1ccc(NC(=O)c2ccc(NC(=O)c3ccco3)cc2)cc1	5	-1.3	0	26	10	4	-12	1	-5	4	10
